All columns: NCI-60 one-dose screen, growth in % after 48 h at 10 µM unless noted; 100 = growth as untreated, 0 = no growth, -100 = all killed.
HL-60(TB): HL-60(TB) leukemia cells | actives 9% (n = 78,000); active = growth percent below 10
Active calls of the source: *; & = joins results of further samples.

SMILES	HL-60(TB)
Cc1cc(=O)oc2cc(OCCCCOc3ccc(/C=C/C(=O)Nc4ccccc4F)cc3)ccc12	96.4
Cc1c(C(=O)Nc2ccc(F)cc2)sc2c(=O)[nH]cnc12	101.9
OCc1ccco1	79.0
COc1ccc(C2=NN(c3ccccc3)C(c3cccc(Nc4ccnc5cc(Cl)ccc45)c3)C2)cc1 (configuration not stated)	109.9
CC[C@]12C=CCN3CC[C@@]4(c5ccc(OC)cc5N(C)[C@H]4[C@@](O)(C(=O)OC)[C@@H]1OC(=O)CCCN1CCN(CCCC(=O)O[C@@H]4[C@]5(CC)C=CCN6CC[C@@]7(c8ccc(OC)cc8N(C)[C@H]7[C@@]4(O)C(=O)OC)[C@@H]65)CC1)[C@@H]32	-66.6*
O=C(/C=C/c1cn(-c2ccccc2)nc1-c1ccccc1)OCc1cn(-c2ccc(F)c(Cl)c2)nn1	87.2
CC#CC#COC(=O)C1=C(Nc2ccc(F)c(Cl)c2)C(=O)OC12C(=O)Nc1ccccc12 (configuration not stated)	94.3
O=C(/C=C/c1ccc(Cl)cc1)c1ccc(O)c(CN2CCN(c3cc4c(cc3F)c(=O)c(C(=O)O)cn4C3CC3)CC2)c1	51.5
CCCc1nn(-c2ccccc2)c2c1C(c1cc3c(cc1[N+](=O)[O-])OCO3)C(C#N)=C(N)O2 (configuration not stated)	98.8
CC[C@]1(O)C[C@H]2CN(CCc3c([nH]c4ccccc34)C(C(=O)OC)(c3cc4c(cc3OC)N(C)[C@H]3[C@@](O)(C(=O)OC)[C@H](OC(C)=O)[C@]5(CC)[C@@H]6C[C@@H]6CN6CC[C@]43[C@@H]65)C2)C1 (some centres not stated)	-30.9*
N#CCc1ccccc1	105.3
COc1ccc(-c2cc(C(=O)N=Nc3c(O)[nH]c4ccccc34)c3ccccc3n2)cc1OC	106.4
COc1ccccc1NC(=S)Nc1ccc(-c2nc3ccccc3o2)cc1	85.3
COc1ccc2cc([C@H](C)C(=O)N/N=C/c3cccc(Cl)c3)ccc2c1	91.4
CC(=O)c1c(O)[nH]c(=S)[nH]c1=O	108.7
CC(C)n1c2ccc(Br)cc2c2c3c(c4c5ccccc5ccc4c21)C(=O)NC3=O	100.1

7 compounds out of the list, ordered by molar mass, lowest first:
SMILES	HL-60(TB)
N#CCc1ccccc1	105.3
CC(=O)c1c(O)[nH]c(=S)[nH]c1=O	108.7
COc1ccccc1NC(=S)Nc1ccc(-c2nc3ccccc3o2)cc1	85.3
CCCc1nn(-c2ccccc2)c2c1C(c1cc3c(cc1[N+](=O)[O-])OCO3)C(C#N)=C(N)O2 (configuration not stated)	98.8
CC#CC#COC(=O)C1=C(Nc2ccc(F)c(Cl)c2)C(=O)OC12C(=O)Nc1ccccc12 (configuration not stated)	94.3
COc1ccc(-c2cc(C(=O)N=Nc3c(O)[nH]c4ccccc34)c3ccccc3n2)cc1OC	106.4
O=C(/C=C/c1ccc(Cl)cc1)c1ccc(O)c(CN2CCN(c3cc4c(cc3F)c(=O)c(C(=O)O)cn4C3CC3)CC2)c1	51.5

Additional results follow.
SMILES	HL-60(TB)
CC1CCC2(CC1)N=C(N)N=C(N)N2c1ccc(S(=O)(=O)Nc2ccccn2)cc1 (configuration not stated)	101.7
O=C(CC(O)c1coc(-c2ccc(Cl)cc2)n1)c1ccc(Cl)cc1 (configuration not stated)	80.4
CC(C)(C)NC(=O)CN(C(=O)c1ccccc1C(=O)NCc1ccco1)C(C)(C)C	97.7
CC(=O)c1sc2sc(C(C)=O)c(C)c2c1C	90.1
N#Cc1cn(Cc2ccc(Cl)cc2Cl)c(C(=O)c2ccccc2)c1N	91.8
COc1cccc(C)c1NC1=NCCO1	94.4
CC(C)(NC(=O)c1ccccc1[N+](=O)[O-])C(=O)O	100.7
O=C(Nc1ccc(Cl)c(Cl)c1)O/N=C\c1c(Cl)ccc([N+](=O)[O-])c1Cl	-61.4*
O=C(NCCNC(=O)c1ccc(F)cc1)Nc1ccc(-n2cc(-c3ccncc3)c(-c3ccc(Cl)c(O)c3)n2)cc1	-14.1*
CS(=O)(=O)c1cccc(Nc2ncc3cc(-c4ccccc4Cl)ccc3n2)c1	-8.5*
O=C1Nc2ccccc2/C1=C/c1ccc(OCC(=O)c2ccccc2)cc1	105.0
CC1SC(c2cccc([N+](=O)[O-])c2)N(NC(=O)CCC(=O)c2nc3ncccc3[nH]2)C1=O (configuration not stated)	100.4
O=C1/C(=C/C2C=Nc3ccccc32)SC(c2ccc(Br)cc2)N1n1cnnc1 (configuration not stated)	109.4
CN=C(N)NCCC[C@H](N)C(=O)O	92.5
C=CCn1c(C)nc2ccc(Nc3nc(N4CCOCC4)nc4ccccc34)cc21	86.4
O=C(O)c1cn(C2CC2)c2cc(N3CCN(C(=O)CN4C(=O)CSC4=O)CC3)c(F)cc2c1=O	135.1
Nc1c(-c2ccc(Cl)cc2)nnn1-c1cccc(C(F)(F)F)c1	92.1
CCOC(=O)/C(C#N)=C/c1cccc([N+](=O)[O-])c1	79.8
O=C(O)C(Oc1ccc(Cl)cc1)c1ccc(Cl)cc1 (configuration not stated)	133.5
COc1cc(-c2nn(C(C)(C)C)cc2-c2ccnc(NCCCNS(=O)(=O)c3cccc(F)c3)n2)ccc1Cl	81.9
Oc1c2c(n3cccc13)=c1c(Cl)cccc1=N2	98.6
Cc1ccc(N/N=C(\C#N)C(=O)Nc2cc(-c3ccccc3)nn2-c2ccccc2)cc1	78.7
COc1ccc(-c2noc(C(=O)O)c2-c2cc(OC)c(OC)c(OC)c2)cc1	-38.5*
CCOC(=O)c1c2ccc3cn(Cc4ccc(Cl)cc4)nc3c2c(C)n1Cc1ccccc1	87.9
Cc1ccc2c(c1)nc(-c1ccccc1)n2CC(=O)N=Nc1c(O)[nH]c2ccc(Cl)cc12	46.2
CC(C)OC(=O)[C@]12CCC(C)(C)C[C@H]1C1=CC[C@@H]3[C@@]4(C)C/C(=C/c5cnc[nH]5)C(=O)C(C)(C)[C@@H]4CC[C@@]3(C)[C@]1(C)CC2	97.7
CC1(C)N=C(N)N=C(N)N1c1ccc(CCC(=O)Nc2cccc(S(=O)(=O)F)c2)cc1	47.6
COc1ccc(N2C(=O)CSC2c2ccc(Cl)cc2)cc1 (configuration not stated)	89.7
Clc1ccccc1/C=C/c1nn2c(-c3cccc(Br)c3)nnc2s1	94.9
O=C1CCC(C(=O)NNc2ccc(C(F)(F)F)cc2)N1 (configuration not stated)	72.2
O=C1C(Cl)=C(Nc2cccc(C(F)(F)F)c2)C(=O)N1c1ccc(Cl)cc1	82.4
c1ccc(-n2ccc(-c3nnnn3Cc3nc4ccccc4[nH]3)n2)cc1	102.4
COC(=O)CCCCCCCC(OC)OC	92.3
O=S(=O)(Nc1ncccn1)c1ccc(Nc2nc(-c3ccncc3)cs2)cc1	98.0
Cc1ccccc1C(=O)c1ccccc1C(=O)O	105.6
CNS(=O)(=O)c1ccc(Cl)cc1	77.6
Nc1nc2ccccc2n2cc3ccccc3c12	92.7
Cn1c2ccccc2c2nc3ccccc3c(Cl)c21	92.2
Cn1c(=O)oc(=O)c2ccccc21	108.8
N#Cc1c(-c2cccs2)nc(N2N=C(c3ccccc3)CC2c2ccc(F)cc2)[nH]c1=O (configuration not stated)	88.4
COC(=O)C1=NNCC1C(=O)OC (configuration not stated)	95.1
O=C1CSC(c2cccc([N+](=O)[O-])c2)N1c1nnc(Cn2cnnc2)o1 (configuration not stated)	104.4
O=C(Nc1ccccc1)Nc1ccc(OCc2ccc(Cl)cc2)cc1	85.2
COc1ccc(/C(=C\c2ccc3c(c2)OCO3)C(=O)Nc2nc3ccc(Cl)cc3s2)cc1OC	92.3
O=C1N=C(c2c(-c3[nH]c(=O)c4ccc(Br)cc4c3O)c(O)c3ccccc3c2O)C(=O)c2cc(Br)ccc21	45.6
COc1ccc2c(c1)CC[C@@H]1[C@@H]2CC[C@]2(C)C3C(=CC(COC(C)=O)C4C(=O)c5c(OC)cccc5C(=O)C43)C[C@@H]12 (some centres not stated)	75.2
N#CCCOCC(COc1ccccc1)OCCC#N (configuration not stated)	91.4
O=c1[nH]c(=O)n(Cl)c(=O)n1Cl	114.8&110.1
Fc1ccc(Nc2csc(Nc3cnccn3)n2)cc1	98.2
O=C(Nc1cccc(-c2nc3ccccc3[nH]2)c1)c1ccc(C(=O)Nc2cccc(-c3nc4ccccc4[nH]3)c2)cc1	108.5
COc1ccc(CCNC(=O)C(O)[C@H](Cc2ccccc2)NC(=O)c2oc3cc(OC)ccc3c(=O)c2C)cc1 (some centres not stated)	100.6
COc1ccc(/C=C/C(=O)c2nnn(-c3ccc(C(=O)O)cc3)c2C)cc1OC	83.2
CCCCCCN(CCCCCC)CCC(O)c1ccc2ccccc2c1 (configuration not stated)	42.4
CCOC(=O)C(=O)c1c[nH]c2ccc(OCc3ccccc3)cc12	99.7
O=C1Nc2ccccc2/C1=C\C(=O)c1ccccc1	94.8
N#Cc1ccc(Cl)cc1	83.9

Quoted at random: 3 compounds from above, in no set order.
SMILES	HL-60(TB)
COc1ccc(/C=C/C(=O)c2nnn(-c3ccc(C(=O)O)cc3)c2C)cc1OC	83.2
COc1ccc(CCNC(=O)C(O)[C@H](Cc2ccccc2)NC(=O)c2oc3cc(OC)ccc3c(=O)c2C)cc1 (some centres not stated)	100.6
O=C(Nc1cccc(-c2nc3ccccc3[nH]2)c1)c1ccc(C(=O)Nc2cccc(-c3nc4ccccc4[nH]3)c2)cc1	108.5

More results.
SMILES	HL-60(TB)
O=C1C=CC(=O)N1c1cccc2cccnc12	63.6
Cc1ccc(/C=C/C(=O)c2ccc(S(=O)(=O)NCCNc3nc(N(C)C)nc(N4CCOCC4)n3)cc2)cc1	30.7
COc1ccc(/C=C/C(=O)O)cc1OC	102.5&102.6
O=C1CSC(c2ccccc2O)N1c1nnc(Cn2nnc3ccccc32)o1 (configuration not stated)	87.9
CCN(CC)CCOc1nc2c3ccc(Cl)cc3nn2c2ccccc12	19.5
C[C@]12CC[C@@H]3c4ccc(OS(=O)(=O)O)cc4CC[C@H]3[C@@H]1CC[C@@H]2NS(=O)(=O)c1cccc(C(F)(F)F)c1	95.5
COc1cc2c(cc1OC)C1CC(C)=C(c3ccccc3)CN1CC2 (configuration not stated)	100.2
O=C1Nc2ccccc2[C@]12Oc1ccccc1[C@H]1CC(c3ccccc3)=NN12	91.4
C=C(C)[C@@H]1CC[C@]2(C(=O)OC)CC[C@]3(C)[C@H](CC[C@@H]4[C@@]5(C)CC[C@H](NOCCCNCCC#N)C(C)(C)[C@@H]5CC[C@]43C)[C@@H]12	78.2
CN1CCN(c2ccc(-c3ccc4ncc(C#N)c(Nc5ccc(F)c(Cl)c5)c4c3)cn2)CC1	38.1
O=[N+]([O-])c1ccc(S(=O)(=O)N2CCN(c3ccccc3)CC2)cc1	98.8
Cn1cc(-c2cc3nc(-c4cn(C)c5ncccc45)cc(N)n3n2)c2cc(Cl)ccc21	-66.6*
O=C1c2ccccc2C(=O)N1Cc1ccc([N+](=O)[O-])cc1Cl	118.8
NC(=Nc1nc(-c2ccccn2)cc2ccccc12)c1ccccn1	-30.6*
COc1cc(/C=C/C(=O)C(C(=O)/C=C/c2ccc(OC(=O)CCNc3nnc(C)s3)c(OC)c2)C(=O)CCNc2nnc(C)s2)ccc1OC(=O)CCNc1nnc(C)s1	-40.1*
O=C(NC1CCOC1=O)c1ccccc1 (configuration not stated)	119.1
C#CC(CCC)NCCCC (configuration not stated)	100.5
CC1=NC2=NN/C(=N\N)NN2C(c2ccccc2)=C1	116.8
COc1ccc(C2=C(C#N)C(N)=NN3C(=N2)C(c2nc4ccccc4s2)=Cc2cc(Br)ccc23)c(OC)c1	86.1
CCOC(=O)C(C(=O)CC(C)C)C(C)C (configuration not stated)	107.0
N/N=C(\N)NC(=O)c1ccccc1	100.5
O=S(=O)(NC1CCN(Cc2ccccc2)CC1)c1ccc2ccccc2c1	35.8
Cc1ccc(N(C(=O)CCc2c[nH]c3ccccc23)[C@H](C(=O)Nc2cccc([N+](=O)[O-])c2)c2cccc([N+](=O)[O-])c2)cc1	82.1
COc1cc(C2c3ccc(N)cc3Oc3nc(N)c(C#N)c(N)c32)cc(OC)c1OC (configuration not stated)	106.0
CCC(Oc1ccc(N)cc1)C(=O)O (configuration not stated)	106.5
O=c1[nH]c(=O)c2nc3ccccc3nc2[nH]1	88.2
Cc1ccc(-c2ccc(C(=O)N/N=C/c3ccc([N+](=O)[O-])cc3)c(C)n2)cc1	75.2
O=C(O)c1cccc(S(=O)(=O)c2ccccc2)c1	92.0
CC(CCN1CCN(CCC(C)CC(C)(C)C)C1=O)CC(C)(C)C (configuration not stated)	93.7
CCNC(=O)Oc1ccc(/C(=C(\C)c2ccccc2)c2ccc(OCCCN(C)C)cc2)cc1	53.2
CN(C)CCSC1=Nc2ccc(Cl)cc2C(c2ccccc2Cl)=NC1	79.7&81.1
OB(O)CC[C@H]1OC[C@H](O)[C@@H](O)[C@@H]1O	102.7
CCCC=NCCCC	91.8
Cc1[nH]c(-c2ccc3cc[nH]c3c2)c2c1C(=O)CCCC2	20.5
CCCc1ccc(C)c(Br)c1	99.4
COc1cc2c(cc1-c1c(C)noc1C)ncc1nc(C3CCC(F)(F)CC3)n([C@H](C)COC(F)F)c12	23.5
CCCOc1ccc([N+](=O)[O-])cc1N	97.7
CCOC(=O)C(=Cn1c(=S)[nH]c2ccc([N+](=O)[O-])cc21)C(=O)OCC	103.2
O=C(O)c1ccc(Cn2cnc3c(=S)nc[nH]c32)cc1	96.2
CC(C)(CCCN=C(N)Nc1ccc(Cl)cc1)c1ccc(F)cc1	93.4
CCOC(=O)C1=C(c2ccccc2)N=C2Sc3c(-c4ccc(Br)cc4)nc(N)nc3N2C1c1cc(OC)c(OC)c(OC)c1 (configuration not stated)	100.4
O=C1NCC(O)CN1	124.3
[O-][n+]1c2ccccc2nc2ccccc21	93.4

These rows are one share of the data; rates above refer to the full screens.
